Compound activity as filed in PubChem.
CHO-K1 Ca PAM = nonselective calcium activators in parental CHO-K1 cells, primary screen, counter-screen for M1 PAM project, cell-based, Fluo-8 calcium fluorescence, full deck, 1536-well | ATP EC20; 0% at ATP EC20, 100% at ATP max | activation, % at 3 µM | actives 0.02% (n = 360,000) | AID 602247, 2012;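 active means activation above the run cutoff, the mean activation of all test compounds plus 3 SD, cut at about 40% in these data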;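 further: peak over basal fluorescence ratio in a 140 s read after ATP addition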
CHO-K1 Ca antag = M1 antagonist counterscreen hit in parental CHO-K1 cells | ATP-induced calcium, Fluo-8 fluorescence | inhibition, % at 3 µM | actives 0.6% (n = 360,000) | AID 602250;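 active means inhibition above a per-plate cutoff, the plate's mean sample inhibition plus 3 SD, cut at about 24% in these data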;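 further: 0% = DMSO plus EC80 ATP and 100% = DMSO alone without ATP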
V1aR counter = agonists of human V1a receptor, primary screen, counter-screen for OXTR agonist project, fluorescence, CHO-V1R cells | activation, % at 3 µM | actives 0.25% (n = 320,000) | AID 2797, 2010 | Fluo-8 calcium fluorescence, agonist mode; 0% DMSO, 100% 3 nM vasopressin | Vasopressin V1a receptor (Homo sapiens), P37288;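 active means activation above the mean activation of all tested compounds plus 3 SD, per screening run, cut at about 20% in these data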;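 further: signal is peak over basal fluorescence ratio across a 100 second FLIPR read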
Target sequence (P37288 whole entry, looked up): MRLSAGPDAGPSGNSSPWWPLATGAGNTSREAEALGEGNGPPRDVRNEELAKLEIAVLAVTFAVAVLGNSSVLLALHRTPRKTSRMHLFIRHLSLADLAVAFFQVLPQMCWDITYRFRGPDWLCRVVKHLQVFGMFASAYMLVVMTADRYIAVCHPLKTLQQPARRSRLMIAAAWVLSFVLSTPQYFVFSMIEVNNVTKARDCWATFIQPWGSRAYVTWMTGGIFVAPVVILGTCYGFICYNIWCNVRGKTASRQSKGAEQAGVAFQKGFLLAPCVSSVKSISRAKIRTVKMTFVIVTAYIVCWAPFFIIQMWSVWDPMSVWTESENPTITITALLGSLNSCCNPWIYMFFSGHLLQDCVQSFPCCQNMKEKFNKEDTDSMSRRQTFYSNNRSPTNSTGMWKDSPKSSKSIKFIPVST
OXTR potentiate = human OXTR potentiators, primary screen, fluorescence, CHO-OTR cells, Fluo-8 calcium | actives 0.061% (n = 320,000) | Fluo-8 calcium fluorescence, potentiator mode; 0% = oxytocin EC15, 100% = EC100 | activation, % at 3 µM | Oxytocin receptor (Homo sapiens), P30559;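 active means activation above that plate's cutoff, the mean activation of tested compounds plus 3 SD, cut at about 6.6% in these data, passing the limit was not always enough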;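 further: 100% uses oxytocin at 75 nM as the full agonist control; some results filed as inactive read as strong as hits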
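Assay system: CHO cell line stably expressing human OTR. Reagent: EC15 oxytocin agonist. Dosing: single dose, 3.0 µM nominal final compound concentration. Timing: compound 6 min at room temperature before oxytocin, 100 s read. Signal: kinetic Fluo-8 calcium fluorescence. Controls: oxytocin EC15 low and EC100 high.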
CHO-K1 Ca ag = counter-screen for M1 agonists: effect in parental CHO-K1 cells | Fluo-8 calcium fluorescence; scaled to maximal ATP response, vehicle zero | activation, % at 3 µM | actives 0.48% (n = 360,000) | AID 602248, 2012; in the data active means activation above about 15%;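 further: untransfected CHO-K1 host cells lacking M1 receptor as counterscreen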
M1 ag = human M1 muscarinic receptor agonists, primary screen, Fluo-8 calcium fluorescence, CHO-K1 cells, HTS; Muscarinic acetylcholine receptor M1 (Homo sapiens), P11229; CHO-K1 hM1, agonist mode; 0% DMSO, 100% acetylcholine EC100; activation, % at 3 µM; actives 0.33% (n = 360,000);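 active means activation above the run's mean compound activation plus 3 SD, cut at about 16% in these data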;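 further: peak over basal fluorescence ratio within a 140 s kinetic read after compound addition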
Target sequence (P11229 whole entry, looked up): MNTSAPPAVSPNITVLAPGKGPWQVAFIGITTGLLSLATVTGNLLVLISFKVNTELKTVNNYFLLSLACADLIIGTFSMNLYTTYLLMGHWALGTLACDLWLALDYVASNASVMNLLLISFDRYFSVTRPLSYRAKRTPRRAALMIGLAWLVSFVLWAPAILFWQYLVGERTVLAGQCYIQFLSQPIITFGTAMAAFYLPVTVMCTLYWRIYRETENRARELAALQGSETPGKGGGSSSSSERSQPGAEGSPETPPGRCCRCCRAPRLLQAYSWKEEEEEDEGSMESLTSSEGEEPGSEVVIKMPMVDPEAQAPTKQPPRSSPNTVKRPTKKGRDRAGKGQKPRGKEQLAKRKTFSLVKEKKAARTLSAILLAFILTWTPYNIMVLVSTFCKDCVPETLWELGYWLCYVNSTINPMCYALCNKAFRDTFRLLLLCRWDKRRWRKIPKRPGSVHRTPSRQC
TAAR1 agonist = human TAAR1 agonists, primary screen, Fluo-8 calcium fluorescence, CHO RD-HGA16 cells; Trace amine-associated receptor 1 (Homo sapiens), Q96RJ0; vehicle wells 0%, saturating PEA agonist 100%; activation, % at 3 µM; actives 0.99% (n = 360,000);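 active means activation above the mean activation of all test compounds in the run plus 3 SD, cut at about 38% in these data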
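Test system: RD-HGA16 (CHO) cells co-expressing Gα16 and hTAAR1; dosing: one-point dosing at 3 µM (nominal); timing: 17-24 h seeding, 75 min 37 °C dye, 30 min RT; signal: kinetic Fluo-8 calcium fluorescence; read-out basis: % activation relative to PEA EC100 response; controls: DMSO and PEA EC100; replicates: n 1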
TAAR1 antag = human TAAR1 antagonists, primary screen, Fluo-8 calcium fluorescence, CHO RD-HGA16 cells; AID 624466, 2012; actives 1.5% (n = 360,000); inhibition, % at 3 µM; Trace amine-associated receptor 1 (Homo sapiens), Q96RJ0; antagonist;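 active means inhibition above a per-plate cutoff, the mean inhibition of test compounds on that plate plus 3 SD, cut at about 49% in these data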;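 further: 0% = DMSO plus EC80 beta-PEA response and 100% = DMSO alone without agonist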
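Assay system: CHO-derived RD-HGA16 cells stably expressing human TAAR1 plus Gα16. Timing: 140 s kinetic read after compound, 140 s after agonist. Technique: kinetic Fluo-8 calcium fluorescence measurement. Measure: % inhibition of agonist calcium response.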
CHO parental Ca = ATP-evoked calcium signal inhibitors, parental CHO, primary screen, counter-screen for OX1R antagonist project, cell-based, fluorescence, Fluo-8 calcium dye; parental CHO-K1, ATP-induced calcium, Fluo-8 fluorescence; inhibition, % at 5.6 µM; actives 0.63% (n = 330,000); AID 463079, 2010;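 active means inhibition above that plate's mean sample inhibition plus 3 SD, cut at about 26% in these data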;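 further: 0% = ATP-challenged DMSO wells and 100% = DMSO wells without ATP; some compounds past the cut are filed as inactive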
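Material – parental CHO cells · Reagent – ATP stimulus · Compound – single nominal dose of 5.6 µM per compound · Detection – Fluo-8 fluorescence · Read-out basis – percent inhibition of calcium signal · Controls – ATP-challenged DMSO wells low, unchallenged DMSO wells high · Repeats – no replicates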
Numbers without * were called inactive; . = no result given. Hits appear at their usual frequency. Share with any hit: about 3.3%.

Order of values – CHO-K1 Ca PAM	CHO-K1 Ca antag	V1aR counter	OXTR potentiate	CHO-K1 Ca ag	M1 ag	TAAR1 agonist	TAAR1 antag	CHO parental Ca
- CCc1ccc(-c2nc(CN3CCC(C(=O)NCc4ccco4)CC3)c(C)o2)cc1
→ .	.	2.1	4	.	.	5	-19	-20
- CCCC(=O)NC(=S)Nc1ccc(N2CCOCC2)c(Cl)c1
→ 17	8	2.8	-10	2.8	-8	2	8	-8
- COc1ccc(OC)c(NC(=O)CN2CCC(C(=O)c3ccc(C)cc3)CC2)c1
→ 4	-9	-1.1	-6	-0.3	-6	4	4	-19
- Cc1cc(C)cc(-n2nnc(C(=O)NCc3ccco3)c2N)c1
→ 5	9	-0.4	-10	-0.3	-2	-1	2	-4
- Cc1oc2c(C)c3oc(=O)c(CCC(=O)NCCCN4CCOCC4)c(C)c3cc2c1C
→ 6	-3	0.5	2	0.2	-9	0	-2	-14
- S=C(NCc1ccncc1)Nc1ccc(Br)cc1
→ 7	-2	11	-7	6.0	-2	13	-4	2
- Cc1ccc(Sc2ncccc2C(=O)NCc2cc([N+](=O)[O-])ccc2O)cc1C
→ -2	-17	.	.	14	3	20	60*	.
- O=C(NCCN1CCN(Cc2ccccc2)CC1)c1ccc(CS(=O)(=O)c2c(Cl)cccc2Cl)o1
→ -2	1	.	.	0.3	-9	-1	-2	.
- O=C(/C=C\c1cn(-c2ccccc2)nc1-c1ccccc1)Nc1nccs1
→ 1	9	3.5	-6	1.8	-2	2	51*	-11
- Cc1n(N)c2ccccc2[n+]1CC(=O)c1ccccc1
→ -10	-13	0.3	0	0.4	-8	16	2	-9
- Cc1ccc(NC(=O)NNS(=O)(=O)c2ccc(Br)cc2)cc1
→ -7	23	1.4	-11	-0.2	0	8	2	-15
- CCCOc1ccc(-c2nc(OC)c3ccccc3n2)cc1
→ -11	8	0.7	-2	0.0	-4	-1	-10	-20
- O=C(Nc1ccc(C(F)(F)F)cc1)C1CCCN1S(=O)(=O)c1cccc2cccnc12 (configuration not stated)
→ 4	-12	4.3	-10	5.5	-1	9	-3	-23
- COc1ccc(NC(=O)CC2SC(N3CCCC3)=NC2=O)cc1Cl (configuration not stated)
→ 0	-8	0.5	-3	0.0	-2	12	-8	-5
- CN(C)c1ccc(-n2cccc2/C=C2/SC(=Nc3ccc(F)cc3)NC2=O)cc1
→ 3	-12	1.0	0	0.0	-2	1	-5	-9

Other compounds:
Order of values – CHO-K1 Ca PAM	CHO-K1 Ca antag	V1aR counter	OXTR potentiate	CHO-K1 Ca ag	M1 ag	TAAR1 agonist	TAAR1 antag	CHO parental Ca
- Cc1cc(N)n2nc(C)c(-c3ccccc3)c2n1
→ -2	12	-0.3	-7	-0.6	-2	3	3	-12
- COc1ccc(C(=O)N2CC3(CC(c4cccc(NC(=O)COc5ccc(Cl)cc5)c4)=NO3)C[C@@H]2C(N)=O)cc1 (some centres not stated)
→ 10	-6	-0.4	-2	0.1	-4	2	7	-27
- COc1ccc(NC(=O)c2cccnc2N2CCCCC2)cc1
→ 4	-3	-1.3	3	0.2	-3	3	-5	-28
- Cc1nc2ccc(CCO)cc2s1
→ 18	-10	0.7	-7	0.0	-3	4	-25	3
- Cc1ccc(C=Nc2cccnc2N)cc1
→ 11	4	2.1	-5	6.5	-2	.	.	-6
- C#CCN1C=CC(=O)[C@@H](OC(=O)NCCC)[C@H]1c1ccccc1Br
→ 21	-10	.	.	0.1	-2	3	-34	.
- CCCCCC(=O)Nc1ccc(C(=O)COC(=O)CN2C(=O)NC3(CCCC3)C2=O)cc1
→ -18	2	0.0	-18	1.2	-2	1	-1	-12
- CC(C)C[C@H](NC(=O)[C@H](Cc1ccccc1)n1c(=O)[nH]c2ccccc2c1=O)C(=O)N1CCC[C@H]1C(=O)O
→ 7	1	-0.1	-4	0.2	-4	1	-12	-10
- O=C(Nc1cccnc1)C1CCC(CNS(=O)(=O)c2cccc3nsnc23)CC1 (configuration not stated)
→ 11	-14	1.2	-12	7.3	-6	11	-5	-9
- Cc1ccc(NC(=S)N2CCN(Cc3ccccc3)CC2)c(C)c1
→ -6	3	0.2	0	0.6	0	6	-33	-5
- Cc1ccc(/C=N/NC(=O)Cc2c[nH]c3ccccc23)c(C)c1
→ 23	-4	0.7	-9	2.2	0	1	9	-6
- CC(C)CNC(=O)C1CCCN1S(=O)(=O)c1ccc(Cl)cc1 (configuration not stated)
→ -8	-20	0.6	3	1.1	3	17	-15	-3
- CCOc1ccccc1/C=C(\C(=O)O)c1ccc(S(=O)(=O)N2CCCCC2)s1
→ 11	-23	0.0	3	-0.3	-3	0	-19	-7
- O=C(Nc1ccc2c(c1)OCO2)C1CCN(C(=O)CSc2ncnc3ccccc23)CC1
→ -2	-2	2.5	-1	2.4	-2	14	17	-29
- c1cc(C(c2nnnn2C2CCCC2)N2CCOCC2)ccn1 (configuration not stated)
→ 15	-12	0.5	-5	0.5	-6	1	-27	-1

(cont.)
Order of values – CHO-K1 Ca PAM	CHO-K1 Ca antag	V1aR counter	OXTR potentiate	CHO-K1 Ca ag	M1 ag	TAAR1 agonist	TAAR1 antag	CHO parental Ca
- COc1ccccc1CNC(=O)COC(=O)/C=C/c1cccs1
→ 17	-8	-0.2	-3	0.5	-4	1	-6	-6
- CCOC(=O)C1CCN(CC(=O)Nc2ccc(S(=O)(=O)N3CCC(C)CC3)cc2)CC1
→ -24	2	3.4	-3	2.7	-8	0	-14	-14
- CC1(C)Cc2ccccc2C(NNC(=O)c2cccnc2)=N1
→ 12	-3	0.2	-2	0.4	-2	-1	-16	-15
- Cc1ccc(NC(=S)NCCCN2CCOCC2)cc1
→ 26	-8	0.2	-14	1.7	-8	9	-10	-5
- COc1cnc(SC(C)C)[nH]c1=O
→ 13	-2	0.7	-15	1.3	-6	2	14	3
- COc1cccc(N=Nc2c(N)[nH][nH]c2=O)c1
→ 20	-4	-0.2	-2	-0.2	-6	8	-14	-1
- Cc1cc(NC(=O)c2ccc(S(=O)(=O)N3CCOCC3)cc2)no1
→ -5	9	1.5	-2	-0.7	-2	2	3	4
- CCC(=O)Nc1ccc(C(=O)N/N=C/c2cc(Br)c(OC)cc2OC)cc1
→ 25	-8	-0.4	2	0.3	-9	3	-4	-3
- Cc1ccc(C(=O)N/C(=C\c2ccco2)C(=O)NCCN2CCOCC2)cc1
→ 9	2	0.0	-9	0.2	-3	0	-28	7
- Cc1ccc2[nH]c(CSc3ccccc3)cc(=O)c2c1
→ 3	-8	8.6	-9	11	-1	1	-9	-4
- CCOC(=O)C1CCCN(C(=O)c2cc3ncc(Br)cn3n2)C1 (configuration not stated)
→ 1	-5	0.3	-3	0.1	2	4	-11	-10
- O=C(N/C(=C\c1cccc(Br)c1)C(=O)N1CCOCC1)c1ccco1
→ 3	-10	2.7	-4	0.6	-3	-2	-9	-7
- CC1CC(C)CN(C(=O)Nc2ccccc2F)C1 (configuration not stated)
→ -7	-1	-0.3	4	0.3	-1	1	-13	-11
- C#CCNC(=O)C[C@@H]1C[C@@]2(C(=O)OCC)CCC=C2N(Cc2ccco2)C1=O
→ -11	-2	.	.	-0.1	.	3	5	.
- COc1ccc(S(=O)(=O)N(C)c2ccc(C(N)=O)cc2)cc1
→ 22	-14	-0.1	-8	1.9	-3	6	-6	-3

(cont.)
Order of values – CHO-K1 Ca PAM	CHO-K1 Ca antag	V1aR counter	OXTR potentiate	CHO-K1 Ca ag	M1 ag	TAAR1 agonist	TAAR1 antag	CHO parental Ca
- Cc1ccc(NC(=O)CSc2nnc(NC(=O)c3ccco3)s2)cc1
→ 19	-14	0.9	1	0.6	-3	8	1	-10
- CCOC(=O)c1sc(NC(=O)CN2C(=O)NC3(CCC(C)CC3)C2=O)c(C(=O)OCC)c1C (configuration not stated)
→ 6	-7	0.4	2	0.6	0	6	2	-16
- Cc1cc(C)c2nc(N3CCC(C(=O)NCCCN4CC(C)CC(C)C4)CC3)sc2c1 (configuration not stated)
→ 27	-10	1.4	-12	2.4	-10	0	-12	-15
- Cc1ccc(S(=O)(=O)N(C)C[C@H]2Oc3ncc(-c4ccccc4)cc3C(=O)N([C@@H](C)CO)C[C@@H]2C)cc1
→ 12	-7	.	.	0.2	-10	-1	-11	.
- CCn1nc(C)c(/C=N/NC(=S)Nc2ccc(Cl)cc2Cl)c1C
→ -15	2	-0.2	-6	0.1	-5	3	-23	-15
- COCC(=O)NCCc1ccc(S(N)(=O)=O)cc1
→ -5	13	0.5	-7	-0.5	-2	1	-3	-4
- COc1ccccc1/C=C/C(=O)NCC(=O)N/N=C/c1cccnc1
→ 23	-8	1.3	-13	0.6	-9	8	9	-5
- NC(=O)C1CCN(CC(=O)Nc2nccs2)CC1
→ 7	-3	0.3	-6	0.6	-1	0	0	-5
- CN(C(=O)COC(=O)c1ccc(NS(=O)(=O)c2cccs2)cc1)C1CCCCC1
→ -7	11	1.4	-10	0.2	-7	-1	-2	-10
- Cc1ccn2cc(CNS(=O)(=O)c3ccc(Cl)s3)nc2c1
→ -9	19	2.3	-3	2.5	-3	1	11	-17
- O=C(/C=C\Nc1ccc(S(=O)(=O)Nc2ncccn2)cc1)c1ccccc1
→ 10	-10	.	.	-0.4	-2	-2	5	.
- CCC1CCCCN1C(=O)CSc1nnc(-c2cccc(Cl)c2)o1 (configuration not stated)
→ -11	2	3.4	-9	1.9	-3	0	-9	-15
- C=CCOc1c2ccc(C(=O)NCCc3ccc(C)cc3)cc2nn1C
→ 20	-13	0.4	-8	0.0	0	0	12	-1
- CC(=O)Nc1ccc(S(=O)(=O)Nc2c(NC3CCCCC3)c3ccccc3oc2=O)cc1
→ 0	-15	6.0	-10	0.8	-3	5	19	-25
- O=C(Nc1ccccc1)c1ccn[nH]1
→ 9	0	3.7	-12	0.1	0	6	1	-6
- Cn1cccc1C1CCCN1CC(=O)Nc1c(Cl)cc(Cl)cc1Cl (configuration not stated)
→ 16	-13	0.5	9	-0.3	-6	-1	0	-28
- CCc1nc2ccc(C(=O)NCCCN3CCCC3=O)cn2c1N(C=O)CC
→ 5	-6	.	.	0.5	-3	3	-13	.
- COc1ccc(Cl)cc1C(=O)O/N=C(\N)c1ccccn1
→ 17	-6	0.8	10	0.6	1	-1	0	-9
